# Bioassay records: PubChem BioAssay, several laboratories
# TMEM16A inh: mouse TMEM16A channel inhibition, primary screen | AID 588511 | normalized B-score (activity score, 25-100; higher = stronger inhibition) at 10 µM | hit rate 1.2% among 310,000 | HEK293 TMEM16A/YFP iodide influx fluorescence, ionomycin;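 active means ratio plate-corrected score three or more library SD toward inhibition, starting fluorescence score within five deviations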;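 further: score derived from kinetic fluorescence span divided by baseline fluorescence per well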
# KCNQ1 inh: inhibitors of human KCNQ1 potassium channel; P51787; CHO-K1 KCNQ1, FluxOR thallium flux fluorescence; hits give high values; B-score at 10 µM; hit rate 1.3% among 310,000;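 active means compounds whose thallium flux B-score, printed positive for inhibition, exceeds three library SD while starting fluorescence stays within three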;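 further: channel opened by potassium depolarization with thallium stimulus after 20 min compound exposure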
# Target sequence (P51787 whole entry, looked up): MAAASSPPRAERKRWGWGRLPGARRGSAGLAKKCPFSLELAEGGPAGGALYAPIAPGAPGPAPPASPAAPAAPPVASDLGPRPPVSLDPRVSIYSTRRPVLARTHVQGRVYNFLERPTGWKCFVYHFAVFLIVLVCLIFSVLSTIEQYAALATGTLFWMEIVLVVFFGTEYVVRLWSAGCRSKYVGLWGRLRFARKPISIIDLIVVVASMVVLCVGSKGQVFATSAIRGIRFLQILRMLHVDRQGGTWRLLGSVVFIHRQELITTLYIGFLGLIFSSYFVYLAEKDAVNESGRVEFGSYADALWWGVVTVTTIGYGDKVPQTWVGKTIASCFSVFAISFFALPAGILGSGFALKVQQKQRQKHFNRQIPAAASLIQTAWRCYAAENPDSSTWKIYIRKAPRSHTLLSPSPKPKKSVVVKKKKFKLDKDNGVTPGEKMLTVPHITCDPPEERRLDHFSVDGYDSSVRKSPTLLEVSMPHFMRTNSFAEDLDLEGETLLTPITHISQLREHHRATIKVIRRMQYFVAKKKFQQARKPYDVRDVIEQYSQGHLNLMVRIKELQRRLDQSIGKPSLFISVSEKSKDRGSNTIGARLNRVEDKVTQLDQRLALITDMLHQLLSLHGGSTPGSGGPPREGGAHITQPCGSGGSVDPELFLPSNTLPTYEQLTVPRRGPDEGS
# SKKanGAS inh: inhibitors of SKKanGAS S. pyogenes growth in kanamycin (SK-promoter or general growth effect); BacTiter-Glo, 6 h; AID 1662; hit rate 1.3% among 300,000; inhibition, % at 7.5 µM;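 active means mean replicate score, as percent of positive control median, at least 50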;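 further: strain carries kanamycin resistance gene driven by streptokinase promoter and grows in 40 µg/ml kanamycin; loss of luminescence reflects streptokinase promoter inhibition or plain growth inhibition; 0% = median of DMSO wells and 100% = positive control at its reference dose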
# KCNQ1 act: human KCNQ1 channel potentiation or activation; hit rate 0.35% among 310,000; P51787; B-score at 10 µM; AID 2648; CHO-K1 KCNQ1, thallium flux FluxOR fluorescence; hits give high values;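 active means fluorescence ratio B-score, a plate-corrected score, at least three library SD, with initial intensity B-score within 5 SD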
#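 Schedule – 37 °C overnight plating, 90-min dark dye load, 20-min compound pretreatment · System – stable KCNQ1 CHO-K1 line · Probe or stimulus – thallium- and potassium-containing depolarizing buffer · Measured by – kinetic FluxOR fluorescence, 10 s baseline plus 110 s post-stimulus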
# RGS4 act: RGS4 potentiation or activation; HEK293 M3R/inducible RGS4, carbachol calcium flux Fluo4; hits give low values; B-score at 10 µM; hit rate 0.92% among 310,000; AID 463111;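 active means B-score of the integrated calcium signal more than 4 SD below the library mean, with starting fluorescence not abnormally high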;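 further: negative B-score means reduced calcium response which marks RGS4 activation or potentiation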
#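 System – HEK293 FlpIn-TREx cells, stable M3R, doxycycline-inducible RGS4 · Reagent – ECmax carbachol challenge · Times – compound preincubation 20 min at room temperature before agonist · Technique – Fluo4 fluorescence kinetic imaging of calcium · Measure – B score of integrated Fluo4 ratio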
# hERG protect: shields human hERG channel from block by proarrhythmic agents | Q12809 | hit rate 0.51% among 310,000 | activation (rescue from dofetilide block), less the hit threshold, % at 10 µM | CHO-hERG, FluxOR thallium flux, dofetilide IC70 present | AID 1511;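 active means activation above the mean of controls blocked by dofetilide plus 5 SD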;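 further: thallium influx through hERG after potassium depolarization seen as dye fluorescence rise; in these data hits start at about 4.7%; inactives centre near -7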
# RGS4 inh: inhibitors of human RGS4. B-score at 10 µM. HEK293 M3R/RGS4 inducible, Fluo-4 calcium flux; hits give high values; triggered by carbachol at its EC20. hit rate 0.45% among 310,000. P49798. AID 463165;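 active means B-score, a plate-corrected calcium signal, over three deviations above library mean, with baseline fluorescence within five deviations of library mean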;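 further: RGS4 expression induced by doxycycline in cells with stable M3 receptor; B-score is computed from the integrated fluorescence ratio over baseline after carbachol; higher B-score means a larger calcium signal and so more RGS4 inhibition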
# HDAC3 inhib: blocks human histone deacetylase 3; O15379; recombinant HDAC3, fluorogenic peptide/trypsin coupled, fluorescence; inhibition, % at 8.3 µM; hit rate 0.15% among 320,000; AID 2718; in the data active means inhibition above about 26%, passing the limit was not always enough
# KCNK9 inh: blocks the human KCNK9 two-pore domain potassium channel; Q9NPC2; hit rate 1.2% among 310,000; HEK293 KCNK9, FluxOR thallium flux fluorescence; hits give low values; B-score at 10 µM;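 active means ratio B-score over 3 SD below the library mean, with starting fluorescence within 5 SD of its mean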;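 further: negative B-score means less thallium flux so channel inhibition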
# KCNK3 inh: human KCNK3 channel inhibition, primary screen. CHO-KCNK3 thallium flux, FluxOR fluorescence; hits give low values. B-score at 10 µM. hit rate 0.84% among 340,000. AID 602410;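 active means B-score under library mean minus 4 SD, starting fluorescence ratio at most library mean plus 5 SD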;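 further: more negative B-score means stronger inhibition of thallium flux through KCNK3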
# Target sequence (O14649 whole entry, looked up): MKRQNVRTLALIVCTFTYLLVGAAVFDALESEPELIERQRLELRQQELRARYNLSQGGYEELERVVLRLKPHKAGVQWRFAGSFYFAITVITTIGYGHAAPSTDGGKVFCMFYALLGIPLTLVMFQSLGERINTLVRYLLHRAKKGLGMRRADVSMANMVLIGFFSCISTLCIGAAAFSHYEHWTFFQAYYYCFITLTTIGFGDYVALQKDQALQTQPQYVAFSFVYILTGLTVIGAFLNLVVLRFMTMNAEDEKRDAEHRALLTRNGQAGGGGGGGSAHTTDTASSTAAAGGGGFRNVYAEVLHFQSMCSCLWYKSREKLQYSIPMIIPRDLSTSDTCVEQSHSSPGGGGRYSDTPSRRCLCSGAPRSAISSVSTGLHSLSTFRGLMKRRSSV
# ANO1 activ: activates or potentiates the mouse TMEM16A chloride channel. HEK293 TMEM16A/YFP-H148Q/I152L, iodide quench fluorescence; hits give low values. B-score at 10 µM. hit rate 0.3% among 340,000. AID 623877;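 active means fluorescence-ratio B-score plate-corrected deviation score at least 3 library SD below zero, with starting fluorescence score within 5 deviations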;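 further: channel opened by trigger with iodide after compound preincubation; score built on the fluorescence ratio of max minus min over baseline; more negative score means more quench and so TMEM16A activation or potentiation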
# Starred values were filed as active, the others as inactive; i = inactive; · = not tested or not shown.
SMILES	KCNK9 inh	SKKanGAS inh	KCNQ1 inh	HDAC3 inhib	ANO1 activ	hERG protect	KCNK3 inh	RGS4 act	KCNQ1 act	RGS4 inh	TMEM16A inh
CC(=O)NNC(=O)c1[nH]c2ccc(Br)cc2c1-c1ccccc1	i	-2	i	2	i	-3	i	i	i	i	i
Cc1noc(C)c1COc1ccc(C(=O)Nc2ccccn2)cc1	i	42	i	4	i	-10	i	i	i	i	i
CCOC(=O)c1oc2cc(O)ccc2c(=O)c1-c1ccccc1OC	i	2	i	2	i	3	i	i	i	i	i
COc1ccc(C(=O)C2CCCN(Cc3ccc(NC(C)=O)cc3)C2)cc1OC (stereo not given)	i	2	i	-1	i	0	i	i	i	i	i
CCc1ccc(NC(=S)NC2CC3CCCC(C2)N3Cc2ccccc2)cc1 (stereo not given)	i	-6	i	0	i	-21	i	-8.7*	i	i	i
Cc1ccc(CNS(=O)(=O)c2ccc3c(c2)CCN3C(=O)C2CCC2)cc1	i	-2	i	1	i	-3	i	i	i	i	i
COC(=O)C(CO)NC(=O)C1CCCN1C(=O)CNC(=O)OCc1ccccc1 (stereo not given)	i	1	i	0	i	-4	i	i	i	i	i
CCCOc1ccc(C(=O)O/N=C(\CC)c2ccc(C)cc2)cc1	i	-11	i	0	i	-11	i	i	i	i	i
CC(=O)COc1ccc2c3c(c(=O)oc2c1C)CCCCC3	i	0	i	-15	i	-8	i	i	i	i	i
CS(=O)(=O)N1CCN(c2ccc([N+](=O)[O-])c3cccnc23)CC1	i	-3	i	-2	i	-14	i	i	i	i	i
CCCCC(NC(C)=O)c1nc2ccccc2n1CCCC (stereo not given)	i	1	i	3	i	-8	i	i	i	i	i
O=C(OCC(=O)N(CCc1ccccc1)Cc1ccccc1)c1ccccc1[N+](=O)[O-]	-18*	-6	6*	2	i	-7	i	i	i	i	i
O=C(C1CCN(C2CCN(Cc3cccc4c3OCO4)CC2)CC1)N1CCOCC1	i	-7	i	-1	i	-2	i	i	i	i	i
COc1cc(CNc2ncc(-c3ccc(Br)cc3)n2C)cc(OC)c1O	i	0	i	-9	i	-5	i	i	i	i	i
CCOC(=O)C1(Cc2ccccc2C)CCCN(C(=O)c2sccc2C)C1 (stereo not given)	i	-1	i	-3	i	-18	i	i	i	i	i
COc1cc(-c2n[nH]c(=O)o2)cc(OC)c1OC	i	1	i	-6	i	-5	i	i	i	i	i
COCCn1ccc(O)c(Cc2ccc(Cl)cc2)c1=O	i	0	i	-4	i	-8	i	i	i	i	i
CC(=O)OC1C(OC(C)=O)N(C(C)=O)C(=O)N1C(C)=O (stereo not given)	i	-2	i	0	i	-6	i	i	i	i	i
OC(COc1ccc2ccccc2c1)Cn1ccnc1 (stereo not given)	i	11	i	-1	i	-4	i	i	i	i	i
COc1cccc(NC(=O)c2nnn(CC(=O)Nc3cc(C)cc(C)c3)c2N)c1	i	9	i	-4	i	-10	i	i	i	i	i
Cc1c(OCC(=O)NCCN2CCOCC2)ccc2c1oc(=O)c1ccccc12	i	3	i	-11	i	-22	i	i	i	i	i
O=C(Nc1ccc(Cl)cc1C(=O)Nc1ccncc1)c1ccco1	i	0	i	3	i	-15	i	i	i	i	i
CCN(CC(=O)NCc1ccc(F)cc1)C(=O)COc1ccc2ccccc2c1	i	5	i	-3	i	-5	i	i	i	i	i
CC(OC(=O)CC1CCCCC1)C(=O)Nc1ccc(S(N)(=O)=O)cc1 (stereo not given)	i	3	i	8	i	-15	i	i	i	i	i
O=C(NC1(C(F)(F)F)C(=O)Nc2c1c(=O)[nH]c(=O)n2-c1ccc(F)cc1)c1cccnc1 (stereo not given)	i	-10	i	5	i	-12	i	i	i	i	i
Cc1nc(N2CCC(C)CC2)c2c(C)c(C(=O)Nc3cc(F)ccc3C)sc2n1	i	25	i	-4	i	-8	i	i	i	i	i
C/C(=N\Nc1cc(C)nc(-c2ccccc2O)n1)c1ccccc1O	i	74*	10*	·	i	-21	-9.1*	i	i	i	i
CCOc1cc(NS(=O)(=O)CC)c(OCC)cc1NC(=O)c1ccco1	i	7	i	23	i	-13	i	i	i	i	i
CC1CCCC(C)N1C(=O)Cn1cc(C#N)c2ccccc21 (stereo not given)	i	4	i	9	i	-7	i	i	i	i	i
COc1ccc(NC(=O)c2cc3ccccc3cc2O)cc1	i	27	i	-4	i	-9	i	i	i	i	i

# Remaining list, next part.
SMILES	KCNK9 inh	SKKanGAS inh	KCNQ1 inh	HDAC3 inhib	ANO1 activ	hERG protect	KCNK3 inh	RGS4 act	KCNQ1 act	RGS4 inh	TMEM16A inh
CCCC1NC(=S)NC(C)=C1C(C)=O (stereo not given)	i	-18	i	0	i	-6	i	i	i	i	i
Cc1cc(C)n2c(=S)[nH]nc2n1	i	0	i	11	i	-10	i	i	i	i	i
CSc1ccc(S(=O)(=O)N2CCC(C(=O)NC3CC3)CC2)cc1	i	-6	i	-3	i	-9	i	i	i	i	i
CCCSc1nnc2c(n1)OC(c1cccn1C)N(C(C)=O)c1ccccc1-2 (stereo not given)	i	-1	i	5	i	-7	-13*	i	i	i	i
Nc1nc2ccc(-c3nc4ccccc4o3)cc2s1	i	0	i	-141	i	-4	i	i	i	i	i
OCCN(CCO)Cc1ccc(Br)cc1	i	-1	i	-3	i	4	i	i	i	i	i
CCN(CC)CCN(CC(=O)N(C1CCCCC1)C1CCCCC1)C(=O)c1ccco1	i	7	i	1	i	-10	i	i	i	i	i
CCOc1ccc(NC(=O)Cn2cncc2-c2ccc([N+](=O)[O-])cc2)cc1	i	-4	i	-1	i	-5	i	i	i	i	i
CC(Sc1nc2c([nH]c3ccccc32)c(=O)n1C)c1ccccc1 (stereo not given)	i	-2	i	-2	i	-11	i	i	i	i	i
N#Cc1ccccc1OCC(=O)N(C1CCCCC1)C1CCS(=O)(=O)C1 (stereo not given)	i	-1	i	0	i	-15	i	i	i	i	i
CCCCn1c(N)c(N(Cc2ccccc2OC)C(=O)C(C)C)c(=O)[nH]c1=O	i	4	i	-2	i	-5	i	i	i	i	i
O=C(NCCc1ccccn1)c1ccc2nc(Cc3ccccc3F)oc2c1	i	-20	i	-2	i	-6	i	i	i	i	i
Cn1nc([N+](=O)[O-])nc1Sc1cccc2cccnc12	i	-4	i	1	i	-5	i	i	i	i	i
CC1Sc2ccc(S(=O)(=O)N3CCC(C(=O)N(C)Cc4ccco4)CC3)cc2NC1=O (stereo not given)	i	-1	i	4	i	-3	i	i	i	i	i
CCOP(=O)(OCC)c1nc(-c2ccc(C)cc2)oc1N1CCOCC1	i	0	i	-3	i	-3	i	i	i	i	i
Cc1nnsc1-c1c(C(=O)N2CCOCC2)c(C)nn1-c1ccc(Cl)cc1	i	-2	i	-4	i	-4	i	i	i	i	i
Cc1cc(=O)oc2cc(OCC(=O)Nc3ccc(N4CCC(C)CC4)cc3)ccc12	i	0	i	-3	i	-8	i	i	i	i	i
O=C(CSc1nnc(-c2ccccc2Br)o1)N1CCN(C(=O)c2ccco2)CC1	i	-11	i	1	i	-5	i	i	i	i	i
COc1ccc(C(=O)Nc2cc(C(F)(F)F)ccc2-n2cncn2)cc1	i	-6	i	4	i	-4	i	i	i	i	i
Cc1cccc(NS(=O)(=O)c2ccc3nc(-c4ccccc4)[nH]c3c2)c1C	i	2	i	-12	i	-4	i	i	i	i	i
CCOc1ccccc1OCCn1ncc2ccc(OC)c(OC)c2c1=O	i	-3	i	-5	i	-3	i	i	i	i	i
O=C1CCCN1CC(O)CS(=O)(=O)c1ccc(Cl)cc1 (stereo not given)	i	2	i	-1	i	-7	i	i	i	i	i
O=C(CSc1ccccn1)Nc1ccc2c(c1)CCC2	i	-1	i	2	i	-19	i	i	i	i	i
O=C(Nc1ccc(Cl)cc1)c1cc(S(=O)(=O)Nc2ccccn2)ccc1Cl	i	0	i	-10	i	-12	i	i	i	i	i
Cc1nnc(NC(=O)c2ccc(C)c(S(=O)(=O)N3CCOCC3)c2)s1	i	-2	i	1	i	-8	i	i	i	i	i
Cc1ccc(C)c(OCCSc2nnc(C)c(=O)[nH]2)c1	i	0	i	4	i	-6	i	i	i	i	i
CCCOc1ccc(-c2c(C(=O)N/N=C/c3ccsc3)nnn2-c2nonc2N)cc1	i	1	i	-3	i	-6	i	i	i	i	i
CCOc1ccc2nc(COC(=O)c3ccco3)c(C(C)=O)[n+]([O-])c2c1	i	8	i	-2	i	0	i	i	i	i	i
Oc1cnn(-c2ccccc2)c1	i	-6	i	11	i	-7	i	i	i	i	i
NC1=NC[C@H](c2ccccc2)N1CC1CCCCC1	i	-1	i	-3	i	-9	i	i	i	i	i

# Two records picked at random from those above, as already listed:
SMILES	KCNK9 inh	SKKanGAS inh	KCNQ1 inh	HDAC3 inhib	ANO1 activ	hERG protect	KCNK3 inh	RGS4 act	KCNQ1 act	RGS4 inh	TMEM16A inh
CC1Sc2ccc(S(=O)(=O)N3CCC(C(=O)N(C)Cc4ccco4)CC3)cc2NC1=O (stereo not given)	i	-1	i	4	i	-3	i	i	i	i	i
CCCCn1c(N)c(N(Cc2ccccc2OC)C(=O)C(C)C)c(=O)[nH]c1=O	i	4	i	-2	i	-5	i	i	i	i	i

# Continued.
SMILES	KCNK9 inh	SKKanGAS inh	KCNQ1 inh	HDAC3 inhib	ANO1 activ	hERG protect	KCNK3 inh	RGS4 act	KCNQ1 act	RGS4 inh	TMEM16A inh
CCn1c(C)c(C(C)=O)cc(C#N)c1=O	i	1	i	1	i	2	i	i	i	i	i
O=c1cc(CN2CCN(c3ccccn3)CC2)nc2sccn12	i	0	i	1	i	-13	i	i	i	i	i
CC1(C)c2ccccc2N2CC(=O)NC21/C=C/c1ccco1 (stereo not given)	i	2	i	6	i	-6	i	i	i	i	i
O=C(O)CNC(=S)N(Cc1cccs1)C1CCCCC1	i	5	i	-2	i	0	i	i	i	i	i
O=C(N/N=C/c1ccccc1OC(F)F)C1=COCCO1	i	-10	i	6	i	1	i	i	i	i	i
S=C1NC2=C(CCCC2=C2SCCS2)C(c2ccccc2)N1 (stereo not given)	i	4	i	95*	i	-5	i	i	i	i	i
O=C1CC(N(O)C2CC(=O)N(Cc3ccccc3)C2=O)C(=O)N1Cc1ccccc1 (stereo not given)	i	14	i	2	i	-15	i	i	i	i	i
S=C(NCc1ccccc1)NCc1ccco1	i	12	i	6	i	-3	i	i	i	i	i
